HT1080-NT tox: kills 2HG-producing HT-1080-NT fibrosarcoma cells; 360,000 tested, 1.6% active; AID 686970; HT-1080-NT fibrosarcoma viability, CellTiter-Glo ATP luminescence, 48 h; Potency, µM (doses to about 46.1 µM), inactives show at the highest dose activity, negative = less viability, hits mostly cytotoxic;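 note: NT is the 2HG producing partner of a matched IDH1 knockdown line; potency is the fitted concentration of half-maximal effect; 0% = DMSO-treated cells and -100% = media-only wells without cells; nearly all actives have a fitted effect of over 55% in size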
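A 48-hour cytotoxicity screen used HT-1080-NT cells plated 2 hours before compound delivery. ATP-based CellTiter-Glo luminescence measured viability, normalized to DMSO and no-cell controls.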
IL1B secr inh: blocks inflammasome-driven IL-1 beta release | 360,000 tested, 4.7% active | activity change, % at 57.5 µM | AID 743279 | THP-1 LPS/ATP IL-1B secretion, AlphaLISA, 16 h; active compounds read low; in the data active = activity change below about -50%; inconclusive = mostly about -30% to -49%; note: % is set by controls: 0 for no effect and ±100 for the full control effect
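Secreted IL-1B measured by AlphaLISA bead assay after 16 h compound exposure of THP-1 cells; compounds (final up to 57.5 uM) added 1 h before LPS (250 ng/mL) and ATP (1.25 mM) stimulation; lower signal means less secretion.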
SW480 rereplic: DNA re-replication induction in SW480 cells. AID 624297. 340,000 tested, 1.8% active. Potency, µM (series often up to 46.1 µM), without a hit: at the highest dose re-replication activation, actives largely listed as activators. SW480 DNA re-replication, Hoechst DNA content imaging, 48 h; note: potency is the fitted concentration of half-maximal effect; % of control where 0% means no effect; nearly all actives have a fitted effect of over 55% in size
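Per well, 250 cells were exposed to pinned compound for 48 hr. Nuclear DNA was visualised with Hoechst (40 min, 37 C) and total object intensity recorded by fluorescence scanning.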
WRN inhibitor: blocks human WRN helicase; Q14191; WRN helicase unwinding, fluorescent forked duplex, kinetic; Potency, µM (titrated, usually from 114 µM), for inactives: top-dose activity change, negative = inhibition, usual class: inhibitors; 360,000 tested, 0.46% active; AID 651768; note: potency is the fitted concentration of half-maximal effect; % is set by controls: 0 for no effect and ±100 for the full control effect; nearly all actives have a fitted effect of over 55% in size
Target sequence (Q14191 whole entry, looked up): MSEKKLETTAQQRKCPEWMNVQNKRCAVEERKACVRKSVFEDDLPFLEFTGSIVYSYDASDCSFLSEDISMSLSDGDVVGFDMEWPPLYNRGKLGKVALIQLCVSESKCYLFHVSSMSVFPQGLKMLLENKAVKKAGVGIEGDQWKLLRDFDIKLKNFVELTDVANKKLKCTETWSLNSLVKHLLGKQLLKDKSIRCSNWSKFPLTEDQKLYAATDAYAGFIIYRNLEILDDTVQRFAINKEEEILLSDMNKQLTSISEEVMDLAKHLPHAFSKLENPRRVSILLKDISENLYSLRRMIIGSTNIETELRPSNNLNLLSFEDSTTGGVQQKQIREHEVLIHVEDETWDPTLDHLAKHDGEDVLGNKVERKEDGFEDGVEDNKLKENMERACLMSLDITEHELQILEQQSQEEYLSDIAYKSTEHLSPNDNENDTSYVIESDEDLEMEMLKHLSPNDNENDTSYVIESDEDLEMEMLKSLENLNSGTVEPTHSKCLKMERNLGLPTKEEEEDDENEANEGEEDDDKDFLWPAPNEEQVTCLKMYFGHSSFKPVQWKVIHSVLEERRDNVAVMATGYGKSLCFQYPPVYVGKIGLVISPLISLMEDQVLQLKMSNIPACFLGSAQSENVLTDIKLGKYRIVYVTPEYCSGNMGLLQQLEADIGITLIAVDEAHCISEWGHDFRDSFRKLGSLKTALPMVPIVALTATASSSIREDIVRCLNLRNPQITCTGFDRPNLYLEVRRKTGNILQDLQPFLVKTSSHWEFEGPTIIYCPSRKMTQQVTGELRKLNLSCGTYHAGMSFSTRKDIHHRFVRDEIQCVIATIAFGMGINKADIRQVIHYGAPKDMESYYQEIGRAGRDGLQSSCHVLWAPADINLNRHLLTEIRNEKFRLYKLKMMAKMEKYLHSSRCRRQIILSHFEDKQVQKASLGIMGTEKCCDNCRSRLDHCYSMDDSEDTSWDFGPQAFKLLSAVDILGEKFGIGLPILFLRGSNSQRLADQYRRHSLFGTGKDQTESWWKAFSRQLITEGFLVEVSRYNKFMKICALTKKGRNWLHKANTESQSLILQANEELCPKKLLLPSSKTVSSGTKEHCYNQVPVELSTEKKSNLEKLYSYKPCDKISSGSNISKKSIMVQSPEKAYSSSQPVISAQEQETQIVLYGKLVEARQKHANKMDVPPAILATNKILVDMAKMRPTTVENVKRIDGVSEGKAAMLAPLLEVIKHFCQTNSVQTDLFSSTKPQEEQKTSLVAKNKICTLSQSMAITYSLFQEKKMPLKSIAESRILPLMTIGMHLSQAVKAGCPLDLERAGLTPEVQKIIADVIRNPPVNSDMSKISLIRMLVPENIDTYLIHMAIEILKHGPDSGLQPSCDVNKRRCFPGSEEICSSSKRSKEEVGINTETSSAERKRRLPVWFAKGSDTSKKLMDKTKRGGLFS
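Fluorescence dequenching readout, ex 525 nm/em 598 nm, kinetic mode: forked duplex DNA (100 nM final) with adjacent fluorophore and quencher unwound by WRN (20 nM final) with 2 mM ATP. Compound preincubation 15 min, room temperature.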
MCF10A rereplic: induces DNA re-replication in MCF 10a normal breast cells | MCF 10A DNA re-replication, Hoechst nuclear intensity, 48 h | Potency, µM (series often up to 46.1 µM), inactives show top-dose activity, positive = re-replication, hits mostly activators | 350,000 tested, 2.9% active; note: potency is the fitted concentration of half-maximal effect; % of control where 0% means no effect; nearly all actives have a fitted effect of over 50% in size
HT1080 IDH1KD tx: toxicity to HT-1080 IDH1 knockdown cells (counter line). Potency, µM (titrated, usually from 46.1 µM), inactives show top-dose activity, negative = toxicity, most hits filed as cytotoxic. HT-1080 IDH1 knockdown viability, ATP luminescence, 48 h. 360,000 tested, 2% active;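 note: potency is the fitted concentration of half-maximal effect; 0% = DMSO wells and -100% = cell-free medium wells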
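Cytotoxicity counter-line: IDH1KD HT-1080, 48 h, CellTiter-Glo. Curves classed by r2, magnitude and activity.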
KB-V1 cytotox: kills drug-selected multidrug resistant KB-V1 cells. KB-V1 MDR cells viability, CellTiter-Glo, 72 h. Potency, µM (doses to about 46.1 µM), without a hit: at the top dose activity change, negative = cytotoxicity, actives largely listed as cytotoxic. 400,000 tested, 3.4% active; note: potency is the fitted concentration of half-maximal effect; % is set by controls: 0 for no effect and ±100 for the full control effect; nearly all actives have a fitted effect of over 60% in size
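Cytotoxicity toward P-gp-expressing KB-V1 cells was determined as loss of CellTiter-Glo luminescence after 72 h at 37 degrees C. Compounds were tested in quantitative HTS format across a concentration range, with curves fitted to normalized data.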
ATXN2 expr inh: inhibitors of ATXN2 expression | HEK-293 ATXN2-luciferase reporter, luminescence, 24 h | AID 1745845 | 360,000 tested, 0.72% active | Potency, µM (titrated, usually from 57 µM), without a hit: at the top dose activity change, negative = inhibition, most hits filed as inhibitors; note: potency is the fitted concentration of half-maximal effect; % is set by controls: 0 for no effect and ±100 for the full control effect; nearly all actives have a fitted effect of over 55% in size
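ATXN2-luciferase reporter cells (luciferase flanked by upstream and downstream ATXN2 gene portions) were treated 24 h at 37 °C with compounds at up to 57 uM. SteadyGlo luminescence gave expression; GF-AFC fluorescence gave viability.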
KB-3-1 cytotox: KB-3-1 parental cell cytotoxicity | 400,000 tested, 1.4% active | Potency, µM (doses to about 46.1 µM), inactives show at the highest dose activity change, negative = cytotoxic, usual class: cytotoxic | KB-3-1 viability, CellTiter-Glo ATP luminescence, 72 h; note: potency is the fitted concentration of half-maximal effect; % is set by controls: 0 for no effect and ±100 for the full control effect; nearly all actives have a fitted effect of over 60% in size
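Multi-concentration cytotoxicity screen in KB-3-1 cells grown in DMEM lacking phenol red with 10% FBS. After 72 h at 37 °C with compound, ATP-dependent luminescence was recorded.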
Numbers without * were called inactive; i = inactive; ? = inconclusive; nt = not tested or not shown; [ ] = another dose, or the depositor's remark. Unless noted, calls come from the whole dose curve; as a rule, active = well fitted curve in the direction sought with a large enough effect; inconclusive = small, poorly fitted or top-dose-only effect, or another doubt; inactive = no such curve, though single readings can be large; an effect the other way counts as inactive or inconclusive. Hits appear at their usual frequency; about 12% have a hit in one of these screens.

cpd	SMILES	HT1080-NT tox	IL1B secr inh	SW480 rereplic	WRN inhibitor	MCF10A rereplic
1	O=C(c1cc2ccccc2oc1=O)N1CCSC1c1ccco1 (stereo unspecified)	1%	10	-6%	-3%	?
2	Cc1nn(C)c(C(=O)Nc2ccc(Br)cc2F)c1Br	-5%	12	-138%[inhibitor]	9%	-67%[inhibitor]
3	COc1ccccc1CN1CC(C(=O)NCCc2cn[nH]c2)CCC1=O (stereo unspecified)	5%	3	-1%	-7%	-2%
4	O=C(CSc1ccccc1)Nc1ccccc1C(=O)O	1%	18	-7%	-13%	6%
5	O=C1NC[C@@H](CCCCN2C[C@H](Cc3ccccc3)N(CCC3CCCCC3)C(=O)C2=O)N(CCc2ccc(O)cc2)C1=O	-10%	-59*	nt	-5%	nt
6	O=C(CCS(=O)(=O)c1ccccc1)Nc1ccc(N2CCN(Cc3ccccc3)CC2)cc1	2%	3	3%	-5%	?
7	O=C1CSC(c2ccc(Cl)cc2)N1 (stereo unspecified)	4%	0	-9%	-5%	17%
8	CCc1c(C)sc(NC(=O)Cc2ccccc2OC)c1C(=O)N1CCOCC1	5%	-5	1%	10%	1%
9	COc1ccc(Br)cc1S(=O)(=O)NCCCN1CCOCC1	0%	-12	-22%	-3%	-5%
10	CC(C)CC1C(=O)N(Cc2cn(CC3CCCCC3)nn2)CCS(=O)(=O)N1Cc1ccc(-c2ccc(Cl)c(Cl)c2)cc1 (stereo unspecified)	?	-11	nt	-6%	nt
11	COc1ccc(OC)c(/C=C/C(=O)OCC(=O)NCc2ccco2)c1	8%	15	0%	-3%	4%
12	Cc1c(C(=O)c2ccc(Cl)c(Cl)c2)cnc2cc3c(cc12)OCO3	-23%	-22	?	-3%	15%

cpd	HT1080 IDH1KD tx	KB-V1 cytotox	ATXN2 expr inh	KB-3-1 cytotox
1	0%	4%	-7%	4%
2	0%	-6%	24%	-23%
3	15%	10%	2%	-1%
4	-2%	0%	39%[activator]	-19%
5	1%	-1%	-6%	?
6	2%	?	11%	0%
7	-3%	-13%	2%	-4%
8	12%	-3%	14%	17%
9	1%	6%	nt	-1%
10	-29%	?	-5%	?
11	-5%	12%	nt	3%
12	-14%	?	-20%	-17%

The results go on.
cpd	SMILES	HT1080-NT tox	IL1B secr inh	SW480 rereplic	WRN inhibitor	MCF10A rereplic
13	CC(C)c1ccc(NC(=S)NN2CCN(C)CC2)cc1	-17%	7	-2%	1%	6%
14	Cc1ccc2cc(C#N)c(N3CCN(C(=O)c4ccccc4)CC3)nc2c1	0%	?	?	-1%	0.58µM*
15	N#Cc1ccccc1S(=O)(=O)N1CCN(CC(=O)NC(=O)NC2CCCCC2)CC1	-4%	-5	-1%	-19%	9%
16	Cc1cc(C)nc(NC(=O)c2cccc([N+](=O)[O-])c2)c1	0%	-4	-1%	2%	0%
17	COc1ccc(N(CC(=O)N/N=C/c2cccs2)S(=O)(=O)c2ccc(OC)c(OC)c2)cc1	-22%	?	2%	-12%[57.1 µM]	2%
18	CCC1(c2ccc(Cl)cc2)NC(=S)N(c2ccccc2)N1 (stereo unspecified)	-19%	37	-2%	-7%	13%
19	COc1ccc(C(=O)NCC(c2ccco2)N2CCc3ccccc3C2)c(OC)c1 (stereo unspecified)	-11%	55	nt	-6%	nt
20	Cc1cccc(-n2nc3c([n+]2[O-])CCc2nonc2-3)c1C	4%	40	3%	-4%	8%
21	CCc1ccc(C(C)NC(=O)COC(=O)c2ccc(-n3cnnn3)cc2)cc1 (stereo unspecified)	2%	-17	1%	4%	10%
22	Cc1cccc2sc(NC(=O)C3CCCN(S(=O)(=O)c4cccc5nonc45)C3)nc12 (stereo unspecified)	-10%	-7	13%	-10%	7%
23	Cc1cccc(CCNC(=O)CCNC(=O)Cn2ccc3ccccc3c2=O)c1	1%	-8	-3%	5%	-3%
24	CCOC(=O)CC(=O)CSc1nc(-c2cccnc2)ccc1C#N	16%	-6	-18%	-32%	-5%

cpd	HT1080 IDH1KD tx	KB-V1 cytotox	ATXN2 expr inh	KB-3-1 cytotox
13	0%	-5%	-32%	?
14	-7%	-21%	?	-1%
15	-5%	?	-6%	-2%
16	3%	-16%	?	-15%
17	3%[9.24 µM]	-18%	-4%	4%
18	-10%	2%	15%	-9%
19	-16%	?	nt	10%
20	20%	16%	-6%	7%
21	8%	?	nt	10%
22	-26%	-6%	-4%	2%
23	0%	-28%	1%	20%
24	28%	7%	46%[activator]	5%

Carrying on:
cpd	SMILES	HT1080-NT tox	IL1B secr inh	SW480 rereplic	WRN inhibitor	MCF10A rereplic
25	CC(=O)Nc1c(C(=O)C2CC2)oc2ccccc12	-6%	6	-5%	-2%	-1%
26	CCC(C)(C)NC(=O)C(c1ccc(OC)cc1)N(Cc1ccc(OC)cc1)C(=O)CCC(=O)Nc1cc(C)on1 (stereo unspecified)	2%	-1	-4%	-7%	-6%
27	O=C(O)CCc1ccc(-c2ccc(F)cc2)n1CC1CCCO1 (stereo unspecified)	1%	33	-2%	-5%	-18%
28	COc1ccc(OC)c(C2C3=C(N=C4SCC(=O)N42)c2ccccc2CC3)c1 (stereo unspecified)	-11%	-19	-4%[9.22 µM]	-3%	15%
29	Cc1coc2c(C)c3oc(=O)c(CCC(=O)N4C[C@H]5C[C@@H](C4)c4cccc(=O)n4C5)c(C)c3cc12	5%	-17	-4%	6%	14%
30	CCOc1cc(/C=N/NC(=O)c2c(-c3ccccc3)noc2C)ccc1O	2%	38	4%	-3%	9%
31	CCCCCCCCN1C(=O)[C@H](CC(=O)NCc2ccccc2)C[C@@]2(C(=O)OC)CCCCC=C12	?	-82*	nt	-4%	nt
32	O=C(Cn1c(=O)sc2ccccc21)NCc1ccco1	4%	-15	-4%	-3%	-2%
33	CC(=O)/C(=C/c1ccc(N(C)C)cc1)C(=O)c1ccccc1	12%	-5	0%	-1%	-1%
34	O=C(CNC(=O)N1CC(=O)Nc2ccccc21)NCCCc1ccccc1	-3%	0	nt	17%	nt
35	COCCNC(=O)c1ccc2c3n(nc2c1)-c1ccc(Cl)cc1CO3	25%	-9	-16%	-2%	-2%
36	CCN(CC)S(=O)(=O)c1ccc(N2CCOCC2)c(NC(=O)c2cnccn2)c1	9%	-8	2%	2%	16%

cpd	HT1080 IDH1KD tx	KB-V1 cytotox	ATXN2 expr inh	KB-3-1 cytotox
25	-14%	?	-8%	6%
26	1%	-30%	-12%	-8%
27	-2%	?	7%	15%
28	-2%	-1%	-16%	-1%
29	-1%	15%	-6%	0%
30	3%	-21%	-4%	-17%
31	?	?	0%	?
32	-2%	1%	12%	10%
33	-5%	-1%	1%	-1%
34	3%	21%	nt	0%
35	27%	-9%	48%[activator]	18%
36	0%	?	-10%	32%

(more compounds)
cpd	SMILES	HT1080-NT tox	IL1B secr inh	SW480 rereplic	WRN inhibitor	MCF10A rereplic
37	N#C/C(=C\N1CCOCC1)c1ccccc1	2%	-15	-2%	0%	5%
38	c1ccc(Cn2nnc3c(NCc4ccc5c(c4)OCO5)nc(C4CC4)nc32)cc1	2%	2	-1%	3%	15%
39	O=C(c1cccs1)N1CCCC(N2CCN(c3cccc(C(F)(F)F)c3)CC2)C1 (stereo unspecified)	0%	i	?	-11%	?
40	O=[N+]([O-])c1ccccc1CNC1CCCc2ccccc21 (stereo unspecified)	3%	-30	8%	10%	10%
41	O=C(COC(=O)c1cc(S(=O)(=O)N2CCOCC2)c(Cl)cc1Cl)NCc1ccco1	-12%	-80*	-12%	-20%	?
42	Nc1nc(COC(=O)C2CCN(C(=O)c3ccc(Cl)cc3)CC2)nc(Nc2ccccc2)n1	-9%	0	-15%	-3%	5%
43	O=c1c2ccccc2c(C=Nc2cccc(S(=O)(=O)NCc3ccco3)c2)c(O)n1-c1ccc(Cl)cn1	2%	8	0%	-12%	?
44	Cc1nnc(NC(=O)CCC(=O)NCc2ccco2)s1	5%	7	-2%	-1%	-7%
45	O=C(CN1CCNCC1)N1CCOCC1	10%	7	nt	-4%	nt

cpd	HT1080 IDH1KD tx	KB-V1 cytotox	ATXN2 expr inh	KB-3-1 cytotox
37	0%	-12%	8%	6%
38	-6%	4%	?	-4%
39	-1%	-24%	-6%	4%
40	-4%	?	nt	-8%
41	-8%	-2%	1%	4%
42	-2%	5%	nt	-7%
43	1%	21%	0%	9%
44	8%	7%	-13%	16%
45	-1%	4%	13%	0%

An excerpt from above in order of heavy-atom count, falling.
cpd	SMILES	HT1080-NT tox	IL1B secr inh	SW480 rereplic	WRN inhibitor	MCF10A rereplic
42	Nc1nc(COC(=O)C2CCN(C(=O)c3ccc(Cl)cc3)CC2)nc(Nc2ccccc2)n1	-9%	0	-15%	-3%	5%
38	c1ccc(Cn2nnc3c(NCc4ccc5c(c4)OCO5)nc(C4CC4)nc32)cc1	2%	2	-1%	3%	15%
40	O=[N+]([O-])c1ccccc1CNC1CCCc2ccccc21 (stereo unspecified)	3%	-30	8%	10%	10%
44	Cc1nnc(NC(=O)CCC(=O)NCc2ccco2)s1	5%	7	-2%	-1%	-7%
37	N#C/C(=C\N1CCOCC1)c1ccccc1	2%	-15	-2%	0%	5%

cpd	HT1080 IDH1KD tx	KB-V1 cytotox	ATXN2 expr inh	KB-3-1 cytotox
42	-2%	5%	nt	-7%
38	-6%	4%	?	-4%
40	-4%	?	nt	-8%
44	8%	7%	-13%	16%
37	0%	-12%	8%	6%

From PubChem BioAssay
